# EPAC2 ag = EPAC2 (human) agonism; Q8WZA2; EPAC2 activation, biochemical qHTS; response scale: 100% = 6.5 mM cAMP response; Potency, µM (titrated, usually from 154 µM), for inactives: at the top dose activation, most hits filed as activators; 0.079% of 360,000 active; further: potency means the concentration at half of the fitted maximal effect; nearly all actives have a fitted effect of over 50% in size
# Target sequence (Q8WZA2 whole entry, looked up): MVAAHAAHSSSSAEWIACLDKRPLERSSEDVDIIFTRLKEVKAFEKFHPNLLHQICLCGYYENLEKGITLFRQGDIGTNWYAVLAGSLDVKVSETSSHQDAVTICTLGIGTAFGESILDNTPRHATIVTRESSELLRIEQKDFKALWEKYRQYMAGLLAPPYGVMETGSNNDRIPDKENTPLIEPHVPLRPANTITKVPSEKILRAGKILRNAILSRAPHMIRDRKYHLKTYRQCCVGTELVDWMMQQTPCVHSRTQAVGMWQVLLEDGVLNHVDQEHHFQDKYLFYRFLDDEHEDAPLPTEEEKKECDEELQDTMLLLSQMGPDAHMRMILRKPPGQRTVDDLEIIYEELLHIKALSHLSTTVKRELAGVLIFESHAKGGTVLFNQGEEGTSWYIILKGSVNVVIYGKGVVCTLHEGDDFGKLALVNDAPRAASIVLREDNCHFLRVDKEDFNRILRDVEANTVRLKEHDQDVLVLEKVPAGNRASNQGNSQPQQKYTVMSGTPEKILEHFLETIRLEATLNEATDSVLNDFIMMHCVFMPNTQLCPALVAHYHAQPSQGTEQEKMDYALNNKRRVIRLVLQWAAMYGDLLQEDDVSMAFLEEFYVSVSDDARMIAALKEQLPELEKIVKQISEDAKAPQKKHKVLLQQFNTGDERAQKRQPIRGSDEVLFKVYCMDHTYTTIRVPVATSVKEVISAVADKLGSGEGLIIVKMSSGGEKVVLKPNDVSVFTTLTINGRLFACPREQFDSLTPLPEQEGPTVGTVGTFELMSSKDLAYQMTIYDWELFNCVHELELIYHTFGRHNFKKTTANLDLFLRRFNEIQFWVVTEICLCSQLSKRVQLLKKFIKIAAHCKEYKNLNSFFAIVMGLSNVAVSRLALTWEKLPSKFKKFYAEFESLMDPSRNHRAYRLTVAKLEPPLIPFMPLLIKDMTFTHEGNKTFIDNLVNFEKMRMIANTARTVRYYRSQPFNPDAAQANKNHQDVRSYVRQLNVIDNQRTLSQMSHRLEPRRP
#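 EPAC2 (100 nM) mixed with Rap1B loaded with BODIPY-GDP (250 nM) plus 50 uM unlabeled GDP; compounds pinned in, 5 min RT, then read every 5 min for 30 min (ex 480, em 540 nm). Normalized to cAMP control.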
# EPAC1 antagonist = EPAC1 (human) antagonism. EPAC1 GEF assay, Rap1b-BODIPY-GDP exchange fluorescence. Potency, µM (highest dose often 115 µM), inactives show at the highest dose activity change, negative = inhibition, most hits filed as inhibitors. 0.14% of 360,000 active;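 further: potency means the concentration at half of the fitted maximal effect; plate controls were vehicle for no effect and positive control for full effect; nearly all actives have a fitted effect of over 50% in size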
# EPAC1 ag = activates human EPAC1 exchange factor. O95398. EPAC1 agonist qHTS, biochemical assay; response scale: 100% = response to 6.5 mM cAMP. Potency, µM (series often up to 154 µM), for inactives: top-dose activation, most hits filed as activators. 0.073% of 360,000 active; further: potency means the concentration at half of the fitted maximal effect; nearly all actives have a fitted effect of over 60% in size
#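 EPAC1 100 nM, Rap1B–BODIPY-GDP 250 nM, unlabeled GDP 50 uM; compound titration; 5 min RT; kinetic read ex480/em540 at 5-min intervals ×30 min; data normalized to 6.5 mM cAMP agonist control.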
# WRN inhibitor = inhibitors of human WRN helicase | Q14191 | WRN helicase unwinding, fluorescent forked duplex, kinetic | Potency, µM (series often up to 114 µM), without a hit: top-dose activity change, negative = inhibition, usual class: inhibitors | 0.46% of 360,000 active; further: potency means the concentration at half of the fitted maximal effect; on the % scale 0 is the no-effect control and ±100 the full control effect; nearly all actives have a fitted effect of over 55% in size
#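 Kinetic red-fluorescence monitoring (525/598 nm) tracks WRN helicase activity after 100 nM fluorophore-quencher forked duplex and 2 mM ATP are added to 20 nM enzyme pretreated 15 min at room temperature with compound.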
# IL-2 act = activators of IL-2; IL-2 activation reporter assay, cell-based qHTS; stimulated with anti-CD3/CD4/CD28 beads; in transgenic mouse T cells; activation, % (series mostly up to about 46 µM); 0.065% of 360,000 active; in the data active means activation above about 50%; inconclusive means mostly about 30% to 49%; further: 0% is about no effect
#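 Screening format: compound pinned onto unstimulated transgenic mouse T cells, 60 min incubation, then anti-CD3/anti-CD4/anti-CD28 bead stimulation for 18 hours at 37 degrees C, followed by EGFP and DsRed detection.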
# PLK1 PBD block = blocks phosphopeptide binding to human PLK1 polo-box domain; P53350; Potency, µM, inactives show max response, negative = inhibition, usual class: inhibitors; 2.8% of 360,000 active; Plk1 PBD binding of FITC phosphopeptide, fluorescence polarization; further: potency means the concentration at half of the fitted maximal effect; series mostly up to about 57 µM; on the % scale 0 is the no-effect control and ±100 the full control effect; nearly all actives have a fitted effect of over 65% in size
# PI5P4Ka inh = PI5P4K alpha (human) kinase inhibition; 1.2% of 330,000 active; AID 652105; P48426; max response, %; PI5P4Kalpha enzyme, ADP-Glo luminescence, 60 min; stronger effect = lower value; active means max response of -50% or lower; inconclusive means between -30% and -50%; inactive means -30% or higher; further: value at the top dose of about 77 µM; on the % scale 0 is the no-effect control and ±100 the full control effect
#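 qHTS, 1536-well: enzyme/substrate mix, compound by pin tool, 5 microM ATP final; RT 60 min; ADP-Glo reagents 1 (45 min) then 2 (30 min); luminescence.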
# CCT modulator = changes cytosolic chaperonin activity. purified chaperonin ATPase assay, HTRF ADP detection, 30 min. activity change, % (test concentration not listed), hits read low. 0.3% of 360,000 active; in the data active means activity change below about -30%; further: on the % scale 0 is the no-effect control and ±100 the full control effect
#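 Enzyme 40 or 20 nM (batch-dependent) in Tris pH 7.4/KCl/MgCl2/DTT; cpd 76 uM single point; ATP 10 uM; 30 min 37 °C; Transcreener ADP HTRF detection, 30 min RT; ratio 665/615.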
# The depositor's hits bear a star; ? = inconclusive; / = not tested or not shown; [ ] = another dose, or the depositor's remark. Unless noted, the call rests on the fitted dose curve; in most records, active means well fitted curve in the direction sought with a large enough effect; inconclusive means small, poorly fitted or top-dose-only effect, or another doubt; inactive means no such curve, though single readings can be large; an effect the other way counts as inactive or inconclusive. Not all compounds are listed. The share of hits here may be higher or lower than overall.
SMILES,EPAC2 ag,EPAC1 antagonist,EPAC1 ag,WRN inhibitor,IL-2 act,PLK1 PBD block,PI5P4Ka inh,CCT modulator
CC(=O)c1c(C)n(Cc2ccccc2Cl)c2ccc(O)cc12,10%,-12%,-7%,-31%,1.3,-20%,-7,3.2
Brc1ccccc1CNCCc1ccc2c(c1)OCO2,3%,0%,0%,-28%,-0.4,-9%,-3,-0.7
CC(=O)NCC1=C(c2ccc3ccccc3c2)C[C@@H]2CC[C@H]1N2Cc1ccco1,11%,-3%,-6%,-1%,-0.4,-16%,-10,-1.7
CCOC(=O)c1c(NC(NC(=O)CF)C(Cl)(Cl)Cl)sc2c1CCCC2 (stereo not drawn),6%,-19%,15%,-16%,1.6,12µM*,-18,-0.8
O=c1cccc2n1CC1CC2CN(Cc2ccc3c(c2)OCO3)C1 (stereo not drawn),5%,10%,-4%,-16%,-0.5,-3%,/,-0.1
C#C[C@]1(O)CCC2C3CC=C4C[C@H](O)CC[C@]4(C)C3CC[C@@]21C (stereo partly drawn),5%,-16%,-1%,-5%,-4.2,1%,-7,-0.4
CSc1ccccc1C(=O)C1CCCN(Cc2ccn[nH]2)C1 (stereo not drawn),5%,5%,7%,1%,0.5,1%,1,-0.9
COC(=O)C1=C(c2ccc(F)cc2OCc2ccccc2)C[C@@H]2CC[C@H]1N2C(=O)NCc1cccc(OC)c1,11%,8%,-8%,-6%,-1.6,-8%,11,0.7
O=C(C1CCC(=O)N1Cc1ccc(F)cc1)N1CCC2(CC1)OCCO2 (stereo not drawn),?,-6%,-3%,7%,0.1,2%,8,-4.6
O=c1cccc2n1CC1CC2CN(c2nc(N3CCCCC3)nc(N3CCCCC3)n2)C1 (stereo not drawn),3%,1%,1%,-7%[57.1 µM],-0.4,0%,2,-0.2
N#CCSc1nnc(-c2ccc3c(c2)OCO3)o1,8%,0%,-2%,-19%,4.0,?,-15,-2.9
CN1C2CCC1CC(OC(=O)c1ccc([N+](=O)[O-])cc1)C2 (stereo not drawn),-2%,2%,8%,3%,-4.6,4%,-5,-9.7
CN1CCC(OC(=O)C2c3ccccc3Oc3ccccc32)CC1,0%,-21%,0%,-3%,-0.8,-6%,-1,0.2
COc1ccc(OC)c(CNCCc2ccc(OC)c(OC)c2)c1,0%,-9%,0%,8%,-1.8,-13%,2,0.8
O=c1[nH]c(=S)[nH]c(O)c1N=Nc1cccc(S(=O)(=O)N2CCOCC2)c1,1%,9%,-6%,1%,-0.3,-19%,?,0.6
CC12CCC3C(CCC4CC(=O)OCC43C)C1CCC2O (stereo not drawn),-4%,2%,-16%,-5%,-0.7,0%,7,3.5
CN(C)C(Cc1ccccc1)C(=O)c1ccccc1 (stereo not drawn),4%,-20%,-6%,-7%,0.1,3%,8,-2.3
OC(Cc1ccccc1)(c1ccccc1)C1CN2CCC1CC2 (stereo not drawn),2%,9%,-5%,9%,0.0,0%,0,-1.2
COc1ccc(CCN)cc1S(N)(=O)=O,7%,-3%,-6%,0%,0.2,-8%,2,/
NCCCCCC(=O)OC1N=C(c2ccccc2Cl)c2cc(Br)ccc2NC1=O (stereo not drawn),14%,-28%,-1%,-2%,0.2,-10%,7,-2.2

# An excerpt of these results, with each value named.
> CN1C2CCC1CC(OC(=O)c1ccc([N+](=O)[O-])cc1)C2 (stereo not drawn)
  EPAC2 ag: -2% | EPAC1 antagonist: 2% | EPAC1 ag: 8% | WRN inhibitor: 3% | IL-2 act: -4.6 | PLK1 PBD block: 4% | PI5P4Ka inh: -5 | CCT modulator: -9.7

> CN1CCC(OC(=O)C2c3ccccc3Oc3ccccc32)CC1
  EPAC2 ag: 0% | EPAC1 antagonist: -21% | EPAC1 ag: 0% | WRN inhibitor: -3% | IL-2 act: -0.8 | PLK1 PBD block: -6% | PI5P4Ka inh: -1 | CCT modulator: 0.2

> COc1ccc(OC)c(CNCCc2ccc(OC)c(OC)c2)c1
  EPAC2 ag: 0% | EPAC1 antagonist: -9% | EPAC1 ag: 0% | WRN inhibitor: 8% | IL-2 act: -1.8 | PLK1 PBD block: -13% | PI5P4Ka inh: 2 | CCT modulator: 0.8

# Next section:
SMILES,EPAC2 ag,EPAC1 antagonist,EPAC1 ag,WRN inhibitor,IL-2 act,PLK1 PBD block,PI5P4Ka inh,CCT modulator
COC(=O)C1C2c3ccccc3C(c3ccccc32)C1(C)C(=O)OC (stereo not drawn),7%,4%,2%,-6%,-0.6,-8%,-1,0.4
CC(=O)OC1(c2ccccc2)CC(C(C)(C)C)CN(C(C)(C)C)C1 (stereo not drawn),-10%,17%,-9%,2%,-0.4,5%,3,-0.4
CC(C)CN1Cc2cc(-c3ccccc3)ccc2-n2nncc2C1,9%,-8%,3%,0%,0.0,?,7,-1.5
CCCCn1c(O)c(C(C)=NCCN2CCCCC2)c(=O)[nH]c1=O,9%,-18%,-5%,0%,-3.9,?,-2,-2.5
O=C1CC(N2CCC(n3c(=O)[nH]c4ccccc43)CC2)C(=O)N1Cc1ccccc1 (stereo not drawn),-1%,-6%,-1%,-2%,2.3,-9%,9,-1.2
Cc1ccccc1N1C(=O)CC(=O)NC1=O,5%,9%,-2%,3%,0.3,-4%,/,0.2
COc1ccc(C=O)cc1,3%,-14%,-7%,1%,0.0,-4%,4,-1.1
CC(C)Oc1cc(-n2c(=S)[nH]c3ccccc3c2=O)c(Cl)cc1Cl,16%,-22%,-6%,-42%[57.1 µM],-2.1,-10%,-8,-4.5
Cn1c(O)c(C=Nc2ccccc2-c2ccccc2)c(=O)n(C)c1=O,4%,-17%,3%,2%,0.1,-5%,3,0.5
Cc1ccsc1C(=O)C1CCCN(Cc2c(C)nn(C(C)C)c2C)C1 (stereo not drawn),1%,14%,-3%,15%,-0.5,-3%,0,-0.6
C[C@@H]1CN([C@@H](C)CO)C(=O)CCCn2cc(nn2)CO[C@H]1CN(C)C(=O)Oc1cccc2ccccc12,10%,11%,7%,3%,-1.7,-24%,0,-8.3
CN(Cc1cccc(-c2ccncc2)c1)C(=O)Oc1ccccc1Cc1ccccc1,4%,-15%,12%,-8%,-1.1,-7%,3,-0.8
O=C(NC1CCCCC1)C1CCN(C(=O)c2ccc(-c3ccccc3)cc2)CC1,-3%,?,14%,-1%,1.9,-6%,-3,-1.7
CC(=O)OC1N=C(c2ccccc2Cl)c2cc(Br)ccc2N(C)C1=O (stereo not drawn),6%,-10%,11%,12%,0.0,-6%,1,0.4
C=CCn1c(O)c(C(C)=NCCC(c2ccccc2)c2ccccc2)c(=O)[nH]c1=O,-12%,-11%,-6%,6%,-0.4,3%,-7,-0.1
CSc1nc(NC(C)C)nc(NC(C)C)n1,6%,3%,2%,-21%,-1.0,-4%,7,-1.8
CN1C2CCC1C(C(=O)O)C(O)C2 (stereo not drawn),4%,-3%,-7%,8%,-0.2,-8%,0,-2.5
COc1cccc(N2C(=O)NC(=O)/C(=C/c3ccc4c(c3)Cc3ccccc3-4)C2=O)c1,4%,-26%,0%,45µM*,-0.8,3.4µM*,?,0.7
CCC(=Nc1ccccc1N)c1c(O)[nH]c(=O)[nH]c1=O,6%,?,16%,7%,4.3,-5%,2,-2.5
O=C1NC(=O)C2(CCCC2)C(=O)N1,5%,11%,7%,13%,0.6,-21%,-4,-2.9
Cn1c(O)c(C=Nc2ccc3c(c2)CCC3)c(=O)n(C)c1=O,0%,-4%,14%,4%,-0.2,-8%,0,0.1
CCn1c(O)c(C=Nc2ccc(S(N)(=O)=O)cc2)c(=O)[nH]c1=S,-3%,-5%,8%,?,-0.6,-14%,-26,-0.2
Cc1cccc2c1N(N=O)CCC2,-2%,3%,15%,-16%[57.1 µM],1.2,1%,-13,1.1
C=C[C@H]1CN2CC[C@H]1C[C@@H]2[C@@H](O)c1ccnc2ccccc12,7%,-11%,-8%,2%,0.8,-7%,10,-2.5
O=C(Cn1c(=O)c(C(F)(F)F)nc2ccccc21)N1CCC2(CC1)OCCO2,8%,7%,6%,-2%,2.5,-8%,/,-2.5
CCN(CC)c1ccc(CN2CC=C(c3ccc(F)cc3)CC2)cc1,15%,-11%,12%,-10%,0.7,-3%,3,-0.6
COC(=O)CN1C(=O)C2(C(C(=O)OC)=C(N)Oc3ccccc32)C2=C1CC(C)(C)CC2=O (stereo not drawn),2%,11%,3%,18%,-0.1,-3%,/,1.5
COc1ccc(-n2c(O)c(C=NCCCn3ccnc3)c(=O)[nH]c2=O)cc1,6%,9%,3%,7%,-0.7,?,8,-1.3
COC(=O)C1=C(c2ccc(C(C)=O)cc2)C[C@@H]2CC[C@H]1N2C(=O)N1CCC(O)CC1,1%,-12%,7%,0%,0.5,4%,-1,0.1
Cc1ccc(C2CC(=O)C(C=NCCN3CCN(C(=O)Cc4ccccc4)CC3)=C(O)C2)cc1 (stereo not drawn),2%,3%,2%,3%,-1.3,-8%,-4,-2.0
O=C(Cc1ccccc1)OCn1nnc2ccccc2c1=O,7%,-2%,8%,-7%,-0.9,-1%,/,-0.6
CC(=O)c1cc(C#N)c(N2CCN(C)CC2)nc1C,15%,-6%,17%,2%,0.3,-10%,-10,-1.1
N/C(=N\[N+](=O)[O-])N/N=C/c1ccc(O)cc1,-2%,5%,3%,4%,-3.2,-10%,/,1.5
O=S(=O)(c1ccc(Cl)cc1Cl)N1CCCC1c1cccnc1 (stereo not drawn),11%,-20%,8%,0%,-0.8,-1%,-1,-2.0
CCCNC(=O)N1[C@H]2CC[C@@H]1C(C(=O)OC)=C(c1cccc(Cl)c1)C2,4%,9%,-2%,1%,-2.9,-10%,3,-3.5
C[C@]12CC[C@H](O)C[C@@H]1CC[C@@H]1[C@@H]2CC[C@]2(C)[C@@H](C(=O)O)C[C@@H]12,2%,4%,-15%,14%,0.2,3%,2,-1.1
COCCCNC(=O)Cn1cc(/C=C2\C(=O)NC(=O)N(c3ccccc3F)C2=O)c2ccccc21,3%,?,-6%,-21%,-3.9,?,-4,0.1
CCCCc1nc2ccccc2c(=O)n1-c1ccc(O)cc1,-9%,-3%,-9%,2%,4.2,-3%,3,-5.2
O=C(CCCN1CCC2(CC1)C(=O)NCN2c1ccccc1)c1ccc(F)cc1,3%,-17%,0%,-3%,1.1,-3%,13,0.6
COc1cccc(CCNCc2ccc(SC)cc2)c1,2%,-1%,-4%,-8%,-4.4,-7%,-5,0.1
Cc1nc2ccccc2c(=O)n1-c1ccccc1C(F)(F)F,2%,-6%,-1%,-14%,1.1,-6%,/,1.4
O=C1CN=C(c2ccc(Cl)cc2)c2oc3ccccc3c2N1,2%,0%,2%,7%,-0.5,-2%,2,-1.7

# Assay outcomes (PubChem BioAssay)
